NOD2 RIPK2 PPI: NOD2-RIPK2 binding disruptors in cells, primary screen, fluorescence, CHO cells, BLA complementation; Receptor-interacting serine/threonine-protein kinase 2 (Homo sapiens), O43353; CCF4 ratio; inhibition, % at 4.98 µM; actives 0.38% (n = 360,000); AID 624267, 2012; in the data active = inhibition above about 21%;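 also: 0% = vehicle only and 100% = reference blocker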
MC4R barr agon: MC4R agonists recruiting beta-arrestin, primary screen, cell-based, luminescence, agonist arm of biased-ligand search. U2OS MC4R beta-arrestin complementation; percent of melanotan II response, DMSO zero. activation, % at 8.9 µM. actives 0.98% (n = 360,000). AID 540308, 2011;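 active = activation above a per-plate cutoff, the mean activation of sample wells on that plate plus 3 SD, cut at about 8% in these data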
N-glyco inh: increase of ERlucT glycosylation luciferase signal, primary screen, N-linked glycosylation inhibitor project, D54 ERlucT cells, luminescence, set 2 | D54 ERlucT glycosylation luciferase reporter, 24 h; percent of 100 nM tunicamycin response | reporter increase, % at 12.5 µM | actives 0.23% (n = 360,000);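 active = mean luciferase reporter signal, scaled so untreated is 0 and the glycosylation-blocking control 100, at or above a set limit in every replicate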;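 also: luciferase carries N-glycosylation sites so blocking glycosylation raises the light; 0% = median of neutral control wells and 100% = median of 100 nM tunicamycin wells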
TLR9-MyD88 block: inhibitors of TLR9-MyD88 association in cells, primary screen, cell-based, CHO, BLA complementation, fluorescence; Toll-like receptor 9 (Homo sapiens) + Myeloid differentiation primary response protein …; CCF4 FRET ratio; inhibition, % at 4.98 µM; actives 0.21% (n = 340,000); AID 504734, 2011;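 active = inhibition above the mean over all tested compounds plus 3 SD, cut at about 21% in these data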;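 also: 0% = DMSO only wells and 100% = clavulanate BLA inhibitor control wells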
ABHD5 PLIN5 PPI: ABHD5-PLIN5 interaction inhibitors, primary screen, cell lysate, split luciferase complementation, luminescence | Perilipin-5 (Homo sapiens) + 1-acylglycerol-3-phosphate O-acyltransferase ABHD5 (Homo … | Split G. princeps luciferase complementation, 4 h | inhibition, % at 4 µM | actives 0.78% (n = 360,000) | AID 602281, 2012;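 active = inhibition above the mean inhibition across every tested compound plus 3 SD, cut at about 22% in these data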;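 also: 0% = DMSO only wells and the 100% control is not disclosed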
H9c2 protect: cardioprotection against H2O2-induced cell death, primary screen, uHTS, H9c2 cells, ATPLite luminescence | H9c2 cardiomyocytes, H2O2 injury protection, 2 h | protection from H2O2 cell death, % at 20 µM | actives 0.63% (n = 360,000);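 active = compounds giving at least 50% protection of heart cells from peroxide-induced death in the single-dose screen, raw or plate-pattern-corrected value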;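 also: 0% = DMSO wells with peroxide and 100% = DMSO wells without peroxide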
NCOA2 inhibitor: inhibition of GAL4-SRC2 driven luciferase reporter, primary screen, SRC2 inhibitor project, cell-based, luminescence. inhibition, % at 9 µM. actives 0.17% (n = 370,000). HEK293 GAL4-SRC2 luciferase reporter. Nuclear receptor coactivator 2 (Homo sapiens), Q15596;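 active = inhibition above the mean inhibition of all tested compounds plus 3 SD, set per campaign, cut at about 52% in these data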;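 also: 0% = DMSO treated cells and 100% = cells given Gossypol at 36 µM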
ABCB6 inh 2: ABCB6 transporter inhibitors, primary screen, K562-ABCB6 cells, flow cytometry, MLPCN library. ATP-binding cassette sub-family B member 6 (Homo sapiens), Q9NP58. K562-ABCB6 porphyrin accumulation, 1 h; hits give low values. fluorescence ratio to DMSO, % at 10 µM. actives 0.19% (n = 360,000). AID 602162, 2011;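 active = fluorescence ratio to DMSO below 75%, the collection mean minus 3 SD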;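 also: signal is porphyrin accumulated inside mitochondria; 100% equals median channel fluorescence of DMSO control wells; lower ratio means ABCB6 inhibition with less porphyrin fluorescence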
Target sequence (Q9NP58 whole entry, looked up): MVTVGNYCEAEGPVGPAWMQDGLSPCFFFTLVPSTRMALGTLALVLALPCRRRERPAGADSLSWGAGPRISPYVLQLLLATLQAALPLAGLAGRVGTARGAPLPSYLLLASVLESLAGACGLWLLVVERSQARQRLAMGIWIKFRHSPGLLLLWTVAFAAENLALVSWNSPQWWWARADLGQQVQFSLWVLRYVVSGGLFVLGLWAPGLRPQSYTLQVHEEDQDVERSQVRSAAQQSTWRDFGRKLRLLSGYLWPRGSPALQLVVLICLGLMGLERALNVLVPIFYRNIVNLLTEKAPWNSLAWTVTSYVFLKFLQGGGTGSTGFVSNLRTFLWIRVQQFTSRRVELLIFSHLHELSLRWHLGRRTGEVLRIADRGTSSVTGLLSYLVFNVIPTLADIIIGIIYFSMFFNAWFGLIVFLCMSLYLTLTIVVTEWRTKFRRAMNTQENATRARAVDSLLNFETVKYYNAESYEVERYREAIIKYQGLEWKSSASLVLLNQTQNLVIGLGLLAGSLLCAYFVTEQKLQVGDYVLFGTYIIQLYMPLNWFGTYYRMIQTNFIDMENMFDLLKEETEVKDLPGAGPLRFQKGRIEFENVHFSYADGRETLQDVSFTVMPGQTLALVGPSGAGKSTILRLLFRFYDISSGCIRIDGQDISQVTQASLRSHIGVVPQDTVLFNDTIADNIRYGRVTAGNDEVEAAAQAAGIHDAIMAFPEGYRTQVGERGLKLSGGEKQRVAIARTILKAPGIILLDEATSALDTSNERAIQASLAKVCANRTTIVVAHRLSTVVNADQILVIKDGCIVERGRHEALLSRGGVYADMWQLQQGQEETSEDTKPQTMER
HTR2A ag: mouse Htr2a agonists via beta-arrestin recruitment, primary screen, cell-based, luminescence; 5-hydroxytryptamine receptor 2A (Mus musculus), P35363; CHO-K1 mHTR2A beta-arrestin complementation; percent of 30 µM serotonin response; actives 0.66% (n = 360,000); activation, % at 7.6 µM;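 active = activation above a run cutoff, the mean activation of all tested compounds plus 3 SD, cut at about 14% in these data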;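 also: 0% = plate median of compound wells and 100% = 30 µM serotonin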
MC4R antag cAMP: MC4R antagonists of cAMP signaling, primary screen, cell-based, TR-FRET, antagonist arm of biased-ligand search. actives 0.48% (n = 360,000). inhibition, % at 6.5 µM. AID 540295, 2011. Melanocortin receptor 4 (Homo sapiens), P32245. MC4R-expressing cells, MTII-stimulated cAMP, LANCE TR-FRET;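 active = inhibition above its plate's cutoff, the mean of tested wells on that plate plus 3 SD, cut at about 29% in these data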;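 also: 0% = Melanotan II alone and 100% = Melanotan II plus saturating MCL0020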
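System: U2OS-MC4R stable cell line; Technique: Eu-cAMP/anti-cAMP TR-FRET, emission 671 nm; Repeats: single well per compound; Also added: Melanotan II; Dosing: one concentration, 6.5 µM nominal; Schedule: 30-min compound, 1-h challenge, 1-h detection, room temperature.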
* marks the source's active call; other numbers are inactive results; / = not tested or not shown.

nr	mol	NOD2 RIPK2 PPI	MC4R barr agon	N-glyco inh	TLR9-MyD88 block	ABHD5 PLIN5 PPI	H9c2 protect	NCOA2 inhibitor	ABCB6 inh 2	HTR2A ag	MC4R antag cAMP
1	CC(C)(C)c1ccc(Oc2cccc(C3CC(=O)C(C4NCCc5ccccc54)C(=O)C3n3cncn3)c2)cc1 (stereo not given)	1.7	1.1	0.0	4.7	-2.7	6.2	7.2	100.0	-0.8	7.8
2	Cc1ccc(N(CN2CCCC2=O)C(=O)c2ccc(C)c(C)c2)cc1	4.2	1.0	-2.4	2.3	-2.3	4.1	-11.1	103.0	-1.3	12.4
3	CCCn1c(SCC(=O)NCc2ccco2)nc2c1c(=O)n(C)c(=O)n2C	-3.0	-0.5	3.5	2.8	1.8	9.3	-5.8	98.0	-5.8	2.0
4	COc1ccc(NC(=O)N2CCCCC2)cc1	-1.9	-1.4	2.5	4.2	-3.6	2.0	-32.8	103.0	0.6	-9.5
5	CCO[C@@H]1OC(C(=O)N2CCN(Cc3ccccc3)CC2)=C[C@H](C2CC2)[C@H]1CCCO	-4.1	-1.1	11.2	-5.9	-0.1	-2.7	9.9	98.0	-1.5	19.8
6	COC(=O)C1=C(C)N=C2SCCC(=O)N2C1c1cccs1 (stereo not given)	-13.0	-1.6	0.5	0.6	-3.4	9.9	-31.2	102.0	0.7	-4.0
7	CCc1c(C)nc2ccc(Br)cc2c1SCCC#N	14.3	-1.2	-10.5	5.1	-1.9	-0.4	51.1	98.0	-0.2	9.8
8	CCCNC(=O)c1onc(CSc2ccccc2)c1C(=O)NCCC	1.9	1.2	0.3	-3.5	-1.5	-1.8	-5.0	100.0	-4.8	-2.0
9	O=C(CSc1nc(O)cc(=O)n1-c1ccccc1)c1ccc(Br)cc1	-49.2	-2.1	3.0	7.0	2.8	4.8	-46.0	93.0	0.5	2.6
10	CC(=O)Nc1cc(NC(C)=O)cc(C(=O)OCC(=O)Nc2ccc(S(=O)(=O)NC3=NCCCCC3)cc2)c1	-4.0	-3.4	2.2	10.4	0.0	4.0	-29.9	95.0	7.4	3.6
11	CSc1ccc(C(=O)C2CCCN(C(=O)Cc3nonc3C)C2)cc1 (stereo not given)	-0.2	-3.1	-0.9	-5.9	-10.1	3.6	0.2	100.0	-6.4	0.1
12	CC(C)N(Cc1ccccc1)C(=O)CN1c2cccc3cccc(c23)S1(=O)=O	-3.2	-0.2	-1.7	4.3	-8.0	3.8	-17.4	94.0	1.9	18.4
13	COc1ccc(Cl)cc1CC=NNC(=O)c1cccc(C)c1O	4.9	-3.4	3.3	10.3	-8.8	29.4	-39.5	93.0	-5.4	-8.5
14	COc1ccccc1C1CC(=O)Oc2cc(C)c(Br)c(C)c21 (stereo not given)	1.9	1.2	1.7	-3.9	3.5	-0.3	10.0	110.0	10.1	-3.6
15	Clc1ccc(-c2c(C3=NCCCN3)nnn2-c2ccc(Cl)cc2)cc1	-14.0	-1.4	-1.9	-5.8	3.9	1.0	-20.4	98.0	0.4	-2.6
16	COC(=O)c1ccc(CNC(=O)COC(=O)c2ccc(N(C)C)cc2)cc1	-10.7	-0.6	-0.2	0.9	1.4	-2.6	8.8	107.0	1.1	-0.7
17	CC(C)(CN=C1NS(=O)(=O)c2ccccc21)CNC(=O)c1ccccc1	-8.4	-1.0	-1.5	8.1	1.5	8.4	-5.1	93.0	-1.7	11.7
18	COc1ccc(-c2[nH]ncc2/C=N/NC(=O)c2cccc([N+](=O)[O-])c2)cc1OC	4.2	-1.5	-0.4	5.7	-1.4	43.3	1.7	99.0	-1.1	0.8
19	C[C@H](CO)N1C[C@H](C)[C@@H](CN(C)C)Oc2c(NC(=O)Cc3ccccc3)cccc2C1=O	3.4	-2.2	0.7	2.3	-0.6	2.9	12.6	91.0	2.9	1.5
20	CC1CCCC(NC(=O)C2N(CCCN3CCCC3)C(=O)C3C(C(=O)Nc4ccc(Cl)cc4)C4C=CC32O4)C1C (stereo not given)	-4.0	1.5	0.7	-0.9	-2.0	2.4	22.3	104.0	-6.1	17.7
21	CC1CCN(C(=O)CSc2nc3ncccc3[nH]2)CC1	-5.9	-3.1	1.6	1.1	-3.1	-0.4	5.3	93.0	-1.2	1.5
22	COc1ccc(-n2c(-c3ccccc3)nc(=S)c3c2CCCC3)cc1	-7.4	-1.6	2.9	-7.7	1.2	-1.2	-20.3	101.0	-0.4	-4.2
23	COc1ccc(CNC(=O)c2ccccc2SC)cc1	9.7	-1.8	2.7	11.1	11.6	16.4	1.7	94.0	-0.6	-1.0
24	CCCC(C(=O)NCc1ccc(OC)cc1)N(Cc1ccco1)C(=O)c1snc(C(N)=O)c1N (stereo not given)	-11.4	0.2	-1.4	-0.9	-8.0	19.3	0.1	102.0	-1.1	10.9
25	COC(=O)c1cc2c(C)[nH]c(C)c2cc(C(=O)OC)c1=O	-0.1	-1.3	3.5	-2.8	-0.2	3.4	-11.0	99.0	-0.4	-1.2

Overlap with the part before: 3 entries, followed by the next part.
nr	mol	NOD2 RIPK2 PPI	MC4R barr agon	N-glyco inh	TLR9-MyD88 block	ABHD5 PLIN5 PPI	H9c2 protect	NCOA2 inhibitor	ABCB6 inh 2	HTR2A ag	MC4R antag cAMP
23	COc1ccc(CNC(=O)c2ccccc2SC)cc1	9.7	-1.8	2.7	11.1	11.6	16.4	1.7	94.0	-0.6	-1.0
24	CCCC(C(=O)NCc1ccc(OC)cc1)N(Cc1ccco1)C(=O)c1snc(C(N)=O)c1N (stereo not given)	-11.4	0.2	-1.4	-0.9	-8.0	19.3	0.1	102.0	-1.1	10.9
25	COC(=O)c1cc2c(C)[nH]c(C)c2cc(C(=O)OC)c1=O	-0.1	-1.3	3.5	-2.8	-0.2	3.4	-11.0	99.0	-0.4	-1.2
26	Cc1csc(Cn2c(CN(C)C)nc3ccccc3c2=O)n1	-4.5	0.8	0.0	-8.9	5.2	-5.9	8.3	90.0	-1.4	14.8
27	CC(=O)NC(Cc1cccc(C)c1)C(=O)NC1CCN(C(=O)c2ccc([N+](=O)[O-])cc2)CC1 (stereo not given)	-4.4	-2.1	-0.4	-3.8	-0.6	9.5	3.6	101.0	5.8	11.4
28	COC(=O)[C@]1(Cc2ccccc2)N[C@H](c2ccc(-c3cccc(Cl)c3)cc2)[C@@H]2C(=O)N(C)C(=O)[C@@H]21	-1.3	-0.3	-0.5	-6.8	2.3	3.7	-4.6	89.0	6.5	3.5
29	N#CC1(c2ccc(NC(=O)c3ccccc3)cc2)CCCC1	1.7	-1.0	-7.1	2.5	0.1	-27.0	/	90.0	-7.4	2.4
30	CCC(C)(C)NC(=O)C(c1ccccn1)N(C(=O)c1csnn1)C1CCCCC1 (stereo not given)	-14.5	0.2	0.9	11.3	3.4	2.1	-5.6	100.0	0.4	5.0
31	O=C(N/N=C/c1ccc(O)cc1)NC12CC3CC(CC(C3)C1)C2	7.5	0.8	-4.3	-8.1	-7.1	-3.2	14.3	100.0	-1.2	-1.6
32	O=c1oc2c(-c3cccc(F)c3)cc(O)cc2s1	1.8	0.6	2.6	0.2	-17.0	-25.0	2.2	98.0	-0.2	-12.5
33	COc1ccc2[nH]c(=O)c(CN(CC3CCCO3)C(=O)Nc3ccc(F)cc3)cc2c1 (stereo not given)	4.5	1.3	-4.0	-9.9	2.9	-11.8	-1.1	102.0	11.4	7.6
34	Cc1cccc(Cc2nnc(CCC(=O)N3CCCCC3c3nccs3)o2)c1 (stereo not given)	-4.6	-2.1	-1.4	-1.5	-0.5	6.3	3.5	90.0	0.2	0.3
35	Cc1cccc2c1cnn2C(=O)CCC(=O)NCC(C)c1ccccc1 (stereo not given)	3.8	0.0	1.3	-18.1	-5.7	4.4	19.1	101.0	-5.6	8.0
36	O=C(Cn1c(=O)n(CC2CCCO2)c(=O)c2ccccc21)N1CCN(c2ccccc2)CC1 (stereo not given)	4.5	0.1	3.4	-2.0	5.9	12.3	-18.6	98.0	0.8	11.1
37	O=C(NC1CCCCC1)C(c1ccccc1)N(Cc1cccnc1)C(=O)c1csnn1 (stereo not given)	-11.0	-0.6	3.0	-2.2	2.1	7.9	-1.3	100.0	2.3	20.8
38	Cc1cccc(-n2nc(C)c3c(C(=O)O)cc(-c4cccs4)nc32)c1	-11.3	-0.6	0.0	3.9	-5.0	-0.6	13.5	98.0	-3.6	10.1
39	CCc1nc(SCc2ccc(OC)cc2)n[nH]1	-6.6	-0.2	1.3	1.8	2.8	-3.9	-24.4	96.0	-1.7	-0.5
40	Cc1ccc2cccc(NC(=O)C(F)(F)F)c2n1	-5.1	-1.4	5.5	-2.7	2.8	-4.5	-18.5	100.0	4.9	4.0
41	CC(C)(C)OC(=O)C[C@H]1C/C=C\C[C@@H](CC(=O)N[C@H](CO)Cc2ccccc2)C(=O)NC[C@@H](c2ccccc2)OC1=O	-0.7	-1.0	-7.0	0.9	8.6	10.5	17.9	101.0	11.5	8.4
42	Cc1ccc(NC(=O)COc2ccc(C3SCCS3)cc2)cc1	6.9	7.8	1.8	0.6	4.3	-9.0	-18.1	91.0	-4.9	-0.5
43	Cc1ccccc1NC(=O)Nc1c(C)n(C)n(-c2ccccc2)c1=O	-5.7	-1.9	2.3	1.5	8.8	0.9	4.9	95.0	9.1	10.4
44	Cc1ccc(OCC(=O)NNC(=O)C2CCN(c3nccc(C)n3)CC2)cc1	5.7	-0.1	1.3	0.1	8.8	-2.8	-0.6	91.0	0.5	-1.6
45	Cc1[nH]c(N=Nc2ccccc2)nc1N=Nc1ccccc1	-4.5	-4.8	-2.4	0.6	8.6	35.6	16.0	102.0	-2.8	7.6
46	COc1ccc(-c2cn3nc(C)c(C)nc3n2)cc1OC	3.2	-1.8	2.6	6.6	-2.1	16.9	-63.9	95.0	3.1	-4.0
47	Cc1noc(C)c1C(=O)NCCCN1CCCC1=O	0.3	-0.6	0.8	-0.4	-1.4	-0.3	-4.1	90.0	2.7	-0.1

Bioassay records deposited in PubChem BioAssay by several laboratories.

Not all compounds are listed (hit frequency here may not be typical).
